Bioassay records: PubChem, several laboratories
CRFR2-BP antag – blocks CRF-induced signaling of the CRF-BP/CRF-R2 complex; inhibition, % at 11.8 µM; HEK293 CRF-R2/CRF-BP, CRF-induced calcium fluorescence; 350,000 tested, 0.59% active; AID 588475;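 active = inhibition of the ligand-induced calcium signal above about 50% at the single tested concentration, limit read from the data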
M4 antag – blocks acetylcholine activation of human M4 receptor | P08173 | CHO-hM4 cells, ACh EC80, Fluo-8 calcium fluorescence | inhibition, % at 3 µM | 360,000 tested, 0.73% active;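 active = inhibition above its plate's cutoff, the mean inhibition of sample wells plus 3 SD, cut at about 27% in these data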;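 also: 0% = acetylcholine EC80 with DMSO and 100% = DMSO without agonist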
Target sequence (P08173 whole entry, looked up): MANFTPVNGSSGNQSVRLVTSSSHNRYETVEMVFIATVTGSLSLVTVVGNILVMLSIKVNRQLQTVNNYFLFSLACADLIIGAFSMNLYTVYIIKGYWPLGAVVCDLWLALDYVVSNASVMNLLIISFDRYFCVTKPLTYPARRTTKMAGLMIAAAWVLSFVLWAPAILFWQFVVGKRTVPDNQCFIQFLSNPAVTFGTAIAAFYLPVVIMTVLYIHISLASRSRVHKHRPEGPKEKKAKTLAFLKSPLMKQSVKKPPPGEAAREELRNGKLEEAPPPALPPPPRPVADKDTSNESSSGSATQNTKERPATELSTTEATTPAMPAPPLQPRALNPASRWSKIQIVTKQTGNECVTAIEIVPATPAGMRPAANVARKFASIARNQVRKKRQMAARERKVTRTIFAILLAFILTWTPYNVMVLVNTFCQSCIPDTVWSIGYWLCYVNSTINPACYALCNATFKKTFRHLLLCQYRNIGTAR
IDE cell inh – inhibitors of human insulin-degrading enzyme in cells; P14735; HEK cells, FAbetaB cleavage, fluorescence polarization; inhibition, % at 5.59 µM; 320,000 tested, 0.41% active; AID 434962;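 active = percent inhibition above the average of all tested compounds plus 3 SD, set per screening campaign, cut at about 16% in these data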;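 also: IDE supplied by intact live HEK cells; FP after avidin binding of uncleaved biotin substrate so inhibition keeps polarization high; 0% = DMSO wells and 100% = 60 µM reference IDE inhibitor Ii1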
CHRM4 PAM – potentiates acetylcholine response at human M4 receptor; P08173; CHO-K1 hM4/Gqi5, Fluo-8 calcium fluorescence, ACh EC20; 0% = ACh EC20, 100% = maximal ACh; activation, % at 3 µM; 360,000 tested, 0.4% active; AID 624126;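 active = activation above its plate's cutoff, the mean activation of sample wells plus 3 SD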; also: some results filed as inactive read as strong as hits
M5 antag – blocks acetylcholine activation of human M5 receptor | P08912 | CHO-hM5 cells, Fluo-8 calcium fluorescence, ACh EC80 | inhibition, % at 3 µM | 360,000 tested, 0.59% active | AID 624040;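 active = inhibition above a per-plate cutoff, the mean of that plate's test compounds plus 3 SD, cut at about 27% in these data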;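 also: 0% = acetylcholine EC80 with DMSO and 100% = DMSO without agonist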
Target sequence (P08912 whole entry, looked up): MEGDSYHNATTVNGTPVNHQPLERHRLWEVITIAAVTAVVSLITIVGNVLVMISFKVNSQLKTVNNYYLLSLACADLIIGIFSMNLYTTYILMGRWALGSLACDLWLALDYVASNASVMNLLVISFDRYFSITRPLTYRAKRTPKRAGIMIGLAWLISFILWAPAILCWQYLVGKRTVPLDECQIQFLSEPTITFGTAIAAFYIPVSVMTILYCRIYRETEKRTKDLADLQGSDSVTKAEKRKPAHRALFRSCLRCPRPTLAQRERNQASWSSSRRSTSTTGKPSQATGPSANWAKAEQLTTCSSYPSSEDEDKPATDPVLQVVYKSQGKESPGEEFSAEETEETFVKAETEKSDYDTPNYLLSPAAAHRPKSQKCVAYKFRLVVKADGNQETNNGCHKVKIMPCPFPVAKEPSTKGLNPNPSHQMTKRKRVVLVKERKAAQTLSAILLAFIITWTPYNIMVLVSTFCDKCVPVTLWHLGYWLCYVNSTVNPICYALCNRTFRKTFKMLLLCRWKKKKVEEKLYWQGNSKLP
CRFR2-BP ag – CRF-BP/CRF-R2 complex agonism; HEK293 CRF-R2/CRF-BP, calcium dye fluorescence (FLIPR); percent of saturating CRF peptide response; activation, % at 13.2 µM; 350,000 tested, 0.46% active; AID 588473;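 active = activation of at least 50%, plus an integration ratio under a set limit after plate pattern correction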;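 also: plate controls were neutral control wells without compound for no effect and CRF at EC100 for full effect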
M4 ag – agonists of human muscarinic M4 receptor (CHRM4); P08173; CHO-K1 hM4/Gqi5, Fluo-8 calcium fluorescence; vehicle 0%, full acetylcholine response 100%; activation, % at 3 µM; 360,000 tested, 0.14% active;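 active = activation above the run mean over all test wells plus 3 SD, cut at about 32% in these data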;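 also: peak over basal fluorescence ratio per well then scaled between controls; 0% = DMSO wells and 100% = acetylcholine at EC100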
CHRM5 PAM – positive allosteric modulators of human muscarinic M5 receptor | CHO-K1 hM5, Fluo-8 calcium, ACh EC20 PAM; 0% = ACh EC20, 100% = ACh EC100 | activation, % at 3 µM | 360,000 tested, 0.3% active | AID 624038;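 active = activation above the run cutoff, the mean activation of all test compounds plus 3 SD, cut at about 18% in these data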
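system = human M5 receptor in CHO-K1 cells | compound = one concentration, 3 µM final (nominal) | schedule = Post-acetylcholine fluorescence recording 140 s | signal = Fluo-8 calcium dye fluorescence, kinetic read | benchmarks = low control EC20 acetylcholine (0%), high control EC100 acetylcholine (100%) | repeats = singlicate, one well per test compound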
CHRM5 agonist – agonists of human muscarinic M5 receptor (CHRM5); 360,000 tested, 0.19% active; P08912; AID 624037; activation, % at 3 µM; CHO-K1 hM5 cells, Fluo-8 calcium fluorescence; 0% DMSO wells, 100% maximal acetylcholine response;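 active = activation above the run's mean over test compounds plus 3 SD, cut at about 23% in these data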;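 also: signal is peak over basal fluorescence ratio across the kinetic read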
* hit, by the source's call; . = no result given.

(1) COC(=O)[C@H](C)NC(=O)Nc1ccc(S(N)(=O)=O)cc1
(2) CC1CCCN(C(=O)c2sc3cc([N+](=O)[O-])ccc3c2Cl)C1 (stereo not given)
(3) CC1=NN(C(=O)c2csc(C)c2)C(O)(C(F)(F)F)C1 (stereo not given)
(4) O=C(c1ccccc1)N1N=C(c2cccs2)CC1c1ccccc1O (stereo not given)
(5) CCOC(=O)CSc1nc2ccccc2c(=O)n1CCCCCC(=O)NCc1ccco1
(6) CSc1ccc(CN(C)Cc2cc(=O)oc3c(C)c(C)ccc23)cc1
(7) Cc1onc(-c2c(Cl)cccc2Cl)c1C(=O)O/N=C(\C#N)c1ccccc1
(8) COCC(C)NC(=O)c1ccc2c(c1)S(=O)(=O)c1ccccc1C2=O (stereo not given)

Compound,1,2,3,4,5,6,7,8
CRFR2-BP antag,5,-3,-6,43,14,4,1,-6
M4 antag,3,-3,6,1,-1,2,4,1
IDE cell inh,0,1,8,-4,9,2,-1,6
CHRM4 PAM,3,3,11,-13,-5,-5,8,-3
M5 antag,-4,1,1,-5,11,10,-6,3
CRFR2-BP ag,-0.7,-3.2,-2.4,3.2,0.2,2.5,-0.9,-1.6
M4 ag,0,1,1,1,4,2,2,3
CHRM5 PAM,10,-5,7,8,-9,-2,7,0
CHRM5 agonist,-1,-5,0,5,-2,-2,1,5

(9) CC(C)C1(CCNC(=O)c2cccs2)CCOC(C)(C)C1 (stereo not given)
(10) CCC(C)[C@H](NC(=O)[C@H](Cc1ccccc1)n1c(=O)[nH]c2ccccc2c1=O)C(=O)N1CCC[C@@H]1C(=O)O (stereo not given in full)
(11) C[C@H](NC(=O)C1CCN(C(=O)[C@H](Cc2ccccc2)NC(=O)OC(C)(C)C)CC1)C(=O)O
(12) CC(C)C[C@H]1CN=C(Nc2ccccc2)N1CC1CCCC1
(13) O=C(c1ccc(S(=O)(=O)NCc2ccco2)cc1)N1CCN(Cc2ccccc2)CC1
(14) CS(=O)(=O)N(CC(=O)N1CCc2ccccc2C1)c1ccc(Cl)cc1F
(15) COC(=O)c1cc(CNC(=O)c2ccccc2OCc2c(C)noc2C)ccc1OC
(16) Cc1cccc(NC(=O)c2nc[nH]c2C(=O)N[C@@H](CC(C)C)C(=O)OC(C)(C)C)c1

Compound,9,10,11,12,13,14,15,16
CRFR2-BP antag,4,10,-9,-3,-42,13,-7,9
M4 antag,1,-16,-3,0,-13,1,1,0
IDE cell inh,-3,0,5,2,-3,.,-3,-1
CHRM4 PAM,8,1,-2,-4,-3,0,18*,4
M5 antag,3,5,3,2,-1,7,-25,4
CRFR2-BP ag,2.5,-0.8,-0.5,-1.0,14,-4.4,-1.2,7.8
M4 ag,2,2,0,3,6,1,5,-1
CHRM5 PAM,0,-4,-5,-8,4,5,2,-16
CHRM5 agonist,-3,-1,-6,-1,3,0,-1,3

(17) O=S(=O)(c1cc(F)ccc1F)N1CCN(C2CCCCC2)CC1
(18) Cc1ccc(Cc2cnc(NC(=O)/C(C#N)=C/c3ccc(-c4ccc([N+](=O)[O-])cc4)o3)s2)cc1
(19) Cc1noc(C)c1CSCC(=O)Nc1ccc(Br)cc1Cl
(20) Oc1[nH]c2ccccc2c1N=Nc1ccccc1Cl
(21) O=C(c1cccc(F)c1)N1CCC(N2CCOCC2)CC1
(22) C=CCOc1ccccc1/C=N/O
(23) Fc1ccc(C2=Nn3c(nnc3-c3n[nH]c4c3CCC4)SC2)cc1
(24) CC(C)C(NS(=O)(=O)c1ccc2c(c1)OCCO2)C(=O)NCCc1ccccn1 (stereo not given)

Compound,17,18,19,20,21,22,23,24
CRFR2-BP antag,4,1,-8,-97,9,29,7,-2
M4 antag,11,5,-5,3,-5,3,2,-6
IDE cell inh,-3,0,1,.,5,-2,2,-5
CHRM4 PAM,-5,1,5,-1,8,3,10,-1
M5 antag,26,-4,11,8,13,5,-3,-4
CRFR2-BP ag,-1.6,1.5,-0.5,124*,0.4,-0.9,-1.1,0.1
M4 ag,0,1,10,0,1,1,0,0
CHRM5 PAM,0,5,-5,-10,4,-1,7,-1
CHRM5 agonist,-5,-4,2,2,-2,0,-1,-5

(25) Clc1cccc(-c2nc(NCc3cccnc3)c3ccccc3n2)c1
(26) CCc1nnc(NC(=O)CCC(=O)N2CCCC2)s1
(27) COc1ccc(CN2C(=O)c3cccc4cccc(c34)C2c2nc3ccccc3[nH]2)cc1 (stereo not given)
(28) Clc1ccccc1-c1nnc2sc(CCc3ccccc3)nn12
(29) Cc1cc(C)c(S(=O)(=O)n2cnc3ccccc32)c(C)c1
(30) CN(C)/C=N/C1=C(C#N)C(c2cccs2)c2ccc3ccccc3c2O1 (stereo not given)
(31) COc1ccc(NC(C)=O)cc1S(=O)(=O)NC(Cc1ccccc1)C(=O)O (stereo not given)
(32) Cc1cccc(CCN(C(=O)c2snc(C(N)=O)c2N)C(C(=O)NCC2CCCO2)c2ccc(F)cc2)c1 (stereo not given)

Compound,25,26,27,28,29,30,31,32
CRFR2-BP antag,-33,9,.,-15,11,-15,-3,-19
M4 antag,10,-3,-12,14,4,-4,-4,12
IDE cell inh,1,-7,.,3,0,.,3,.
CHRM4 PAM,9,7,10,-7,1,-7,7,-16
M5 antag,5,0,0,19,2,7,-1,25
CRFR2-BP ag,0.3,0.6,.,0.2,-2.1,-3.4,-1.6,-0.6
M4 ag,5,1,-2,-1,1,1,0,21
CHRM5 PAM,-4,9,7,-12,-2,0,6,-10
CHRM5 agonist,-4,-3,-5,-5,1,-4,-1,2

(33) CNc1ccc(Br)cc1C(O)c1ccccc1 (stereo not given)
(34) CCOC(=O)C1=CCN(S(=O)(=O)c2cccc(Cl)c2)C1c1cccc(C)c1 (stereo not given)
(35) COc1cc(F)ccc1CN1CCC(n2nccc2NC(=O)C2CCOC2)CC1 (stereo not given)
(36) CCCn1c(SCC(=O)NC)nnc1C(C)C
(37) O=C(NCCCn1ccnc1)c1ccc(Br)o1
(38) CCCn1c(O)c(N=N)c2ccccc21
(39) CSc1ccccc1OCc1cc(C(=O)N2CCC(Oc3cccnc3)CC2)no1
(40) COc1ccc(NS(=O)(=O)c2cc(NC(=O)c3ccc(=O)[nH]c3)ccc2C)cc1

Compound,33,34,35,36,37,38,39,40
CRFR2-BP antag,21,.,-4,-20,-3,-20,.,10
M4 antag,-3,-12,-3,-7,1,7,3,3
IDE cell inh,-2,.,-3,3,-5,0,3,-1
CHRM4 PAM,-10,6,5,7,1,2,-11,-1
M5 antag,1,-4,-2,8,1,6,4,10
CRFR2-BP ag,-2.9,.,0.1,-1.1,0.8,7.3,.,-0.4
M4 ag,-2,-1,1,1,1,1,18,0
CHRM5 PAM,-2,3,5,5,-4,6,-16,-3
CHRM5 agonist,-5,0,-2,-4,-2,1,0,-3

Individual results from above.
Reading for no. 34 under M4 antag: -12
Reading for no. 36 under M4 antag: -7
Reading for no. 37 under IDE cell inh: -5

Carrying on:
(41) CSc1ccccc1NC(=O)C1(C)CCN1C(=O)Cc1ccccc1Cl (stereo not given)
(42) COc1ccc(NC(=O)CC(C)CC(=O)NCc2ccccc2)c(OC)c1 (stereo not given)
(43) CCOCCCn1c(SCc2nc3sc(C(=O)O)c(C)c3c(=O)[nH]2)nnc1-c1ccc(Cl)cc1
(44) O=C(Cc1ccc(F)cc1)Nc1cccc(-c2ccc3nncn3n2)c1
(45) CC(C)c1ccc(NC(=O)COC(=O)c2c[nH]c(=O)[nH]c2=O)cc1
(46) CC(=O)Nc1ccc2c(c1)CCCN2C(=O)c1ccccc1
(47) Cc1cc(C(=O)C[N+]2(C)CCOCC2)c(C)n1-c1ccc(Br)cc1
(48) Cc1sc2nc(SCc3nnc(-c4cccs4)o3)n(C3CCCC3)c(=O)c2c1C

Compound,41,42,43,44,45,46,47,48
CRFR2-BP antag,.,2,2,-3,9,25,8,11
M4 antag,-8,-2,-6,-7,-1,0,2,2
IDE cell inh,.,-2,3,-6,1,0,-8,2
CHRM4 PAM,-3,-1,1,-2,-5,0,-8,14
M5 antag,-5,-2,0,12,-3,-4,3,2
CRFR2-BP ag,.,0.0,0.8,-2.0,-1.2,1.5,1.9,-0.5
M4 ag,2,1,2,5,1,0,2,0
CHRM5 PAM,2,5,7,-4,-2,3,9,5
CHRM5 agonist,0,0,-3,2,-1,0,-10,3

Full records, quoted from the list. Order of values: CRFR2-BP antag, M4 antag, IDE cell inh, CHRM4 PAM, M5 antag, CRFR2-BP ag, M4 ag, CHRM5 PAM, CHRM5 agonist
`CCCn1c(O)c(N=N)c2ccccc21` reads -20, 7, 0, 2, 6, 7.3, 1, 6, 1
`CCCn1c(SCC(=O)NC)nnc1C(C)C` reads -20, -7, 3, 7, 8, -1.1, 1, 5, -4
`CC(C)c1ccc(NC(=O)COC(=O)c2c[nH]c(=O)[nH]c2=O)cc1` reads 9, -1, 1, -5, -3, -1.2, 1, -2, -1

Grouped by structure, those above containing a tert-butyl group
(11) C[C@H](NC(=O)C1CCN(C(=O)[C@H](Cc2ccccc2)NC(=O)OC(C)(C)C)CC1)C(=O)O
(16) Cc1cccc(NC(=O)c2nc[nH]c2C(=O)N[C@@H](CC(C)C)C(=O)OC(C)(C)C)c1

Compound,11,16
CRFR2-BP antag,-9,9
M4 antag,-3,0
IDE cell inh,5,-1
CHRM4 PAM,-2,4
M5 antag,3,4
CRFR2-BP ag,-0.5,7.8
M4 ag,0,-1
CHRM5 PAM,-5,-16
CHRM5 agonist,-6,3

(continued)
(49) O=C(CNc1cccc2ccccc12)N/N=C/c1ccc([N+](=O)[O-])cc1
(50) O=Cc1c(Nc2ccccc2Cl)nc2ccccn2c1=O
(51) CCN1C(=O)[C@H]2[C@@H](c3ccc(OC)cc3)N[C@]3(CCCN(Cc4ccc(Br)cc4)C3=O)[C@H]2C1=O
(52) Cc1cc(C)c(C#N)c(SCC(O)CS(=O)(=O)Cc2ccccc2)n1 (stereo not given)
(53) Nc1nc(SCC(=O)NCCCN2CCOCC2)nc2sc3c(c12)CCC3
(54) Cc1ccc(O)c(CNc2nc3ccccc3n2C(C)C)c1
(55) C[C@H]1CN([C@@H](C)CO)C(=O)CCCn2nncc2CO[C@@H]1CN(C)S(=O)(=O)c1cccc(C#N)c1
(56) CCOC(=O)C1CCCN(S(=O)(=O)c2cc3c4c(c2)CCC(=O)N4CCC3)C1 (stereo not given)
(57) Cc1noc(C)c1C(=O)OCC(=O)NCCc1ccc(S(N)(=O)=O)cc1
(58) O=C(COC(=O)CNC(=O)c1cccs1)Nc1ccccc1C(F)(F)F
(59) Cc1ccc(-n2c(SCC(=O)NCCN3C(=O)CSC3=O)nnc2-c2ccccc2F)cc1

Compound,49,50,51,52,53,54,55,56,57,58,59
CRFR2-BP antag,-61,-3,-1,-8,-52,-7,-3,11,-2,3,6
M4 antag,-2,2,-17,-4,-5,11,-13,1,-10,0,-1
IDE cell inh,-4,-4,.,2,3,-3,.,-2,6,-10,5
CHRM4 PAM,-2,-3,6,-9,15,-5,7,-4,5,3,-5
M5 antag,0,-3,-4,19,2,2,7,13,7,2,2
CRFR2-BP ag,-0.9,-0.6,2.6,-1.0,31,0.6,0.5,-1.6,0.9,-1.1,-0.2
M4 ag,3,1,0,3,1,1,1,6,0,2,2
CHRM5 PAM,-1,1,0,-14,1,-2,-2,-12,4,4,-3
CHRM5 agonist,2,4,1,0,0,2,0,4,4,1,0
